Source: PubChem
Pol kappa inh: qHTS for Inhibitors of Polymerase Kappa; DNA polymerase kappa (Homo sapiens), Q9UBT6; purified Pol kappa, fluorescent DNA synthesis assay, 10 min; Potency, µM (top dose mostly 107 µM), for the others: top-dose activity, negative = inhibition, actives largely listed as inhibitors; hit rate 0.53% among 400,000; also: potency is read from the fitted curve at half-maximal effect; % is scaled to controls: 0 for no effect and ±100 for the full control effect
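Inhibition of 10 nM Pol kappa is measured by a fluorescent read-out at 0 and 10 min following addition of 50 nM substrate (final), with a 15-min room-temperature compound preincubation.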
ERG Ets-DNA blk: qHTS for Small Molecule Inhibitors of the ERG Ets/DNA interaction; Transcriptional regulator ERG (Homo sapiens), P11308; fluorescence polarization, His-ERG Ets domain / labelled DNA; Potency, µM (titrated, usually from 76.9 µM), inactives show top-dose FP activity, negative = inhibition, hits mostly inhibitors; hit rate 0.028% among 370,000; active = well fitted inhibition curve with a large enough effect in the polarisation, with a control signal flat; inconclusive = small, poorly fitted or top-dose-only effect, or effect the other way, or a change in a side signal; inactive = no such curve, though single readings can be large or run the other way; the % refers to the polarisation;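 also: polarization taken with two DNA probes labelled with fluorescein and Texas red; potency is read from the fitted curve at half-maximal effect; % of control where 0% means no effect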
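His-tagged ERG Ets domain (1 uM in the protein solution; 300mM KCl, 50mM Tris-HCl, 1mM EDTA, 1mM DTT, pH 7.5) received compound, then a probe mix of 5 nM fluorescein-DNA and 100nM Texas-615-DNA. Fluorescence polarization was read for both dyes.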
12-LOX inh: Primary qHTS assay for inhibitors of human arachidonate 12S-lipoxygenase (ALOX12): Round 2. Polyunsaturated fatty acid lipoxygenase ALOX12 (Homo sapiens), P18054. purified 12hLO, xylenol orange hydroperoxide absorbance. Potency, µM (titrated, usually from 108 µM), without a hit: top-dose activity change, negative = inhibition, usual class: inhibitors. AID 1671190, 2021. hit rate 1.1% among 580,000; also: potency is read from the fitted curve at half-maximal effect; % is scaled to controls: 0 for no effect and ±100 for the full control effect
Target sequence (P18054 whole entry, looked up): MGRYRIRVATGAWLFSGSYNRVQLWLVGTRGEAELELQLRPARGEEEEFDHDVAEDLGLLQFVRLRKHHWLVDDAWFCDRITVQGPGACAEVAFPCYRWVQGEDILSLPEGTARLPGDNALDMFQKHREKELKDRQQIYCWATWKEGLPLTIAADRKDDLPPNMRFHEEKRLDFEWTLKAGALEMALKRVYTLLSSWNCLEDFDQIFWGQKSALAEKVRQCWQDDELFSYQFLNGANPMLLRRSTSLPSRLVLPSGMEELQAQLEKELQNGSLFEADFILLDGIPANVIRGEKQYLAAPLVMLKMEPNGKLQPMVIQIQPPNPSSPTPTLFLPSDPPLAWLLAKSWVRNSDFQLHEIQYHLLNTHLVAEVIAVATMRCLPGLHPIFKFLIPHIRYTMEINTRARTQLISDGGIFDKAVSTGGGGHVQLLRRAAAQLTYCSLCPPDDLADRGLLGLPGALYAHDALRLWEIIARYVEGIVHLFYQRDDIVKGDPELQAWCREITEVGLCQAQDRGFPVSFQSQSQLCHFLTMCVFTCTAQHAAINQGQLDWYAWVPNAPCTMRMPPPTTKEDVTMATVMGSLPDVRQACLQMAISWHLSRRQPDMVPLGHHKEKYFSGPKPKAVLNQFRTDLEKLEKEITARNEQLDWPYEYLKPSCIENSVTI
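Purified human 12hLO at 150 nM in 25 mM Hepes, 0.01% Triton X-100, pH 7.0, preincubated 15 min at room temperature with compound. Reaction started with 40 uM arachidonic acid, 30 min at room temperature. Hydroperoxide measured by Fe-xylenol orange, 573/405 nm absorbance ratio.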
LDHA block: qHTS assay for inhibitors of human lactate dehydrogenase; L-lactate dehydrogenase A chain (Homo sapiens), P00338; purified LDHA, NADH/diaphorase-resazurin fluorescence; stronger effect = lower value; activity change, % (values are at about 110 or 230 µM); hit rate 0.15% among 480,000; AID 1347041, 2019; in the data active = activity change below about -30%; inconclusive = mostly about -25% to -30%;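 also: plate controls were DMSO wells for no effect and wells without enzyme for full effect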
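Enzyme activity of human lactate dehydrogenase 5 (2 nM; 0.06 mM NADH, 0.2 mM pyruvate, 5 min, RT) is measured via a resazurin/diaphorase fluorescence readout of residual NADH.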
POLB inh: qHTS Assay for Inhibitors of DNA Polymerase Beta; AID 485314, 2010; Potency, µM (doses to about 114 µM), inactives show at the highest dose activity change, negative = inhibition, actives largely listed as inhibitors; hit rate 1.3% among 340,000; P06746; Pol beta primer extension/strand displacement, fluorescence kinetic; also: potency is read from the fitted curve at half-maximal effect; % is scaled to controls: 0 for no effect and ±100 for the full control effect
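Homogeneous kinetic assay of primer extension and strand displacement by 10 nM Pol beta, preincubated 15 min at room temperature with compound before 50 nM substrate (final) was added. Read at 0 and 10 min; four-parameter Hill fit.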
Apoferritin bind: qHTS Assay for Identification of Novel General Anesthetics; Ferritin light chain (Equus caballus), P02791; apoferritin/1-aminoanthracene competitive binding, fluorescence; Potency, µM (highest dose often 77.5 µM), for inactives: at the highest dose activity change, negative = displacement, usual class: inhibitors; hit rate 0.074% among 350,000; AID 485281, 2010; also: potency is read from the fitted curve at half-maximal effect; % is scaled to controls: 0 for no effect and ±100 for the full control effect; nearly all actives have a fitted effect of over 20% in size
Target sequence (P02791 2-175 limits assumed): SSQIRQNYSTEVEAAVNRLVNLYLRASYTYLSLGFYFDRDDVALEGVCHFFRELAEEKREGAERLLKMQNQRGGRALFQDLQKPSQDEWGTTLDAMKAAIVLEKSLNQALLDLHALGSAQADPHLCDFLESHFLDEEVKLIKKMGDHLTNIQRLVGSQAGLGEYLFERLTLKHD
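10 uM apoferritin + 50% sat. 1-AMA, PBS; cpd 10 min RT; Ex380/Em535 endpoint; normalized to free probe vs complex; 4-param Hill fit; propofol titration as pos. ctrl.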
RGS4 inhibitor: Inhibitors of Regulator of G Protein Signaling (RGS) 4: qHTS; Transcreener GDP fluorescence polarization, RGS4-accelerated GTP hydrolysis; AID 504845, 2011; hit rate 0.039% among 390,000; Potency, µM (titrated, usually from 114 µM), for inactives: at the highest dose activity change, negative = inhibition, usual class: inhibitors; also: potency is read from the fitted curve at half-maximal effect; % is scaled to controls: 0 for no effect and ±100 for the full control effect; nearly all actives have a fitted effect of over 75% in size; some results filed as inactive show a strong effect at the top dose
Target sequence (P49798 whole entry, looked up): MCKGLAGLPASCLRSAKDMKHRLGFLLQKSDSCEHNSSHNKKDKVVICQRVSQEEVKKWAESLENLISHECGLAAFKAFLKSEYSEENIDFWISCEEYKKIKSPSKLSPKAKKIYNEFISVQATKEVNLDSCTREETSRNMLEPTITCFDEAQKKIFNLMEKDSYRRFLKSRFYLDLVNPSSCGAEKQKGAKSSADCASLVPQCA
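MLSMR compounds (23 nl, pin-transferred) preincubated 10 min at room temperature with a 500nM (2x) first reagent, then RGS4 at 900nM (2x) plus Transcreener GDP mix added; fluorescence polarization (620/688 nm) read before and after 90 min at 30 °C.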
APEX1 inh: qHTS Assay for Inhibitors of the Human Apurinic/apyrimidinic Endonuclease 1 (APE1); DNA repair nuclease/redox regulator APEX1 (Homo sapiens), P27695; recombinant APE1, TAMRA/BHQ-2 abasic DNA cleavage fluorescence; Potency, µM (titrated, usually from 65.8 µM), for the others: at the top dose activity change, negative = inhibition, usual class: inhibitors; hit rate 0.35% among 350,000; AID 2517, 2012;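 also: potency is read from the fitted curve at half-maximal effect; plate controls were vehicle for no effect and reference inhibitor for full effect; nearly all actives have a fitted effect of over 55% in size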
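Readout is kinetic fluorescence (ex 525, em 598 nm) from cleavage of 50 nM TAMRA/BHQ-2 THF abasic duplex by 0.75 nM APE1, compound added 15 min beforehand at RT.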
POLH inh: qHTS for Inhibitors of Polymerase Eta; hit rate 1.2% among 390,000; recombinant Pol eta, fluorescent DNA replication assay; Potency, µM (titrated, usually from 114 µM), inactives show top-dose activity change, negative = inhibition, usual class: inhibitors; also: potency is read from the fitted curve at half-maximal effect; % is scaled to controls: 0 for no effect and ±100 for the full control effect
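Fluorescent replication assay: 50 nM final substrate added after a 15 min room-temperature compound preincubation with 10 nM enzyme. Signal taken at 0 min and again at 10 min.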
* hit, by the source's call; u = inconclusive; x = no result given; & = joins results of further samples; ! = not active in a repeat; [ ] = remark or other dose. Unless noted, calls follow the shape of the dose curve; as a rule, active = well fitted curve in the direction sought with a large enough effect; inconclusive = small, poorly fitted or top-dose-only effect, or another doubt; inactive = no such curve, though single readings can be large; an effect the other way counts as inactive or inconclusive.

SMILES	Pol kappa inh	ERG Ets-DNA blk	12-LOX inh	LDHA block	POLB inh	Apoferritin bind	RGS4 inhibitor	APEX1 inh	POLH inh
O=C(COC(=O)C1CCC(=O)N1)Nc1ccc(Br)cc1 (centres undefined)	-9%	2%	0%	-11	33%	3%	11%	25%	-6%
C=CCCC(=O)N1CCC(n2nccc2NC(=O)c2ccc(OC)cc2)CC1	-1%	10%	1%	-9	8%	-4%	54%[activator]	6%	-15%
O=C(NCCCCNC(=O)c1cccs1)c1cccs1	-9%	9%	-10%	1	19%	-4%	-10%	-3%	-3%
CCOc1ccc(CN(C)CC(=O)Nc2ccc3c(c2)CCC3)cc1OC	-6%	-5%	-9%	-3	-11%	-11%	4%	-3%	-14%
CCC(C)Nc1nc2ccccc2n2c(C)nnc12 (centres undefined)	15%	1%	78%[activator]	-2	-1%	-5%	-27%	40%	-1%
O=C(O)C1=CC(=C(c2ccc(O)c(C(=O)O)c2)c2ccc(O)c(C(=O)O)c2)C=CC1=O	0.63µM*!	x	x	-75*	0.022µM*	x	11µM*	0.0067µM*	0.13µM*
COC(C(=O)Nc1ccc(F)c(F)c1)c1ccccc1 (centres undefined)	-6%	-2%	2%	0	x	x	-3%	x	-17%
O=C(NNC(=O)c1ccccc1C(=O)O)c1ccc(-c2ccccc2)cc1	x	x	15%	x	1%	-16%	x	0%	x
COc1ccc(C2C(C(C)=O)=C(O)C(=O)N2c2nccs2)c(OC)c1 (centres undefined)	-3%	5%	-17%	1	-1%	-15%	-37%	0%	-4%
CC1Cc2ccccc2N1C(=O)CN1C(=O)C(=O)N(Cc2ccccc2)C1=O (centres undefined)	-4%	-4%	13%	-5	1%	u	13%	1%	-12%
Cn1cc(CCCC(=O)NCc2ccccc2)c2ccccc21	-15%	-12%	0%	-3	-23%	-13%	5%	3%	-8%
Cc1cc(C)cc(NC(=O)C2CCN(S(=O)(=O)c3c(C)n[nH]c3C)CC2)c1	-6%	3%	u	-5	-1%	-18%	19%	-6%	u
O=C(N/N=C/c1ccc([N+](=O)[O-])cc1)c1ccccc1OCc1ccccc1	-8%	-15%	5%	-7	30%	-5%	-7%	8%	6%
Nc1cc(N)nc(SCC(=O)N2CCc3ccccc32)n1	-13%	-2%	0%	-6	27%	u	-5%	1%	0%
CC(C)Cc1ccc(C(C)C(=O)Nc2nccs2)cc1 (centres undefined)	0%[60.1 µM]	x	-11%[57.4 µM]	1	22%	-22%	-17%	9%	3%
CC(=O)Cc1nsc(NC(=O)c2oc(-c3ccccc3Cl)cc2C)n1	-28%	-1%	12%	-3	-1%	-11%	17%	-2%	2%
COc1ccc(-c2nc(CS(=O)CC(=O)NCc3ccc(Cl)cc3)c(C)o2)cc1 (centres undefined)	-10%	3%	23%	-6	16%	u	-17%	3%	-5%
COc1ccc(-c2cc(C(=O)NCC(c3ccccc3)N(C)C)c3ccccc3n2)cc1OC (centres undefined)	-7%	-4%	0%	-7	1%	-9%	4%	-8%	-10%
Cc1ccc(NC(=O)CN(C)S(=O)(=O)c2cccc3cccnc23)c(C)c1	-23%&3%	1%&5%	-1%&0%	-5&-7	-2%&3%	1%&-8%	20%&-17%	0%	-1%&-7%
COc1ccc(NC2=NCC(=O)N2Cc2cccs2)cc1	6%	10%	u	1	37%	-9%	-6%	-5%	-11%
CCOC(=O)Cc1ccc(NC(=O)c2ccccc2Br)cc1	-12%	-5%	-10%	-2	3%	-11%	0%	0%	-15%
COc1cc(/C=N/OCC(=O)Nc2ccc(OC(F)F)cc2)ccc1OCc1ccccc1	-10%	x	-4%	-20	1%	4%	-15%	-7%	-23%
COc1ccc(S(=O)(=O)N(C)C)cc1NC(=O)[C@H](Cc1ccccc1)N1C(=O)c2ccccc2C1=O	-7%	-3%	-18%	-5	-1%	-15%	-17%	-11%	-20%
CCN(C(C)=O)c1cccc2ccccc12	-9%	6%	x	-3	31%	-11%	-18%	-2%	8%
O=C(CN1CCN(C(=O)c2ccccc2)CC1)Nc1ccc(Cl)cc1F	4%	-13%	-4%	-4	34%	-9%	-35%	46%[activator]	-18%
CC(C)=CCOc1ccc(/C=C/C(=O)c2ccc(OCC=C(C)C)cc2OCC(=O)O)cc1	u	x	-23%[22.9 µM]	x	x	-14%	x	4%	x
Cn1c(SCC(=O)Nc2ccc(C(N)=O)cc2)nnc1-c1cccs1	-8%	19%	-15%	-1	-19%	6%	-8%	24%	-1%
COc1ccc(-c2csc(N3CCC(C(N)=O)CC3)n2)cc1	4%	x	u	3	x	x	-19%	3%&19%	-1%
NC(=O)COC(=O)CC12CC3CC(CC(C3)C1)C2	-12%	-6%	-7%	-4	28%	u	16%	1%	-25%
O=C(CC1CCCC1)Nc1ccc(Br)cc1	-2%	-9%	-6%	-3	11%	-11%	-15%	11%	-8%
COc1cccc(NC(=O)c2ccc(N3C(=O)C4CC=C(C)CC4C3=O)cc2)c1 (centres undefined)	9%	-17%	0%	-3	36%	u	-19%	-3%	-19%
CCNc1nc(NC(C)(C)C)nc(SC(C(C)=O)C(C)=O)n1	-5%	-3%	0%	2	0%	-16%	9%	3%	-14%
CC1(C)COC(/C=C/c2cccc([N+](=O)[O-])c2)=N1	0%	2%	u	-10	9%	u	-1%	0%	-3%
CCOc1ccc(OCC)c(Nc2nc3ccccc3c3nnc(C)n23)c1	0%	-5%	-13%	-7	0%	0%	13%	x	-9%
C/C=C1\COC(C(=O)NCCN2CCOCC2)(C(F)(F)F)C=C1C=C(C)C (centres undefined)	-9%	x	x	x	x	-9%	29%	5%	x
CCN(C(=O)c1sc2cc(OC)ccc2c1Cl)c1ccccc1	4%	4%	-18%	5	-4%	u	-49%	x	-18%
CCOc1ccc(NC(=O)Cn2c(=O)nc(-c3ccccc3)c3ccccc32)cc1	-7%[60.1 µM]	11%	-12%	-1	16%	5%	12%	x	0%
CN(C)C(=O)CSc1nnc(-c2ccncc2)n1Cc1ccco1	3%	9%	2%	1	2%	-3%	0%	-10%	-24%
Cc1cc(C)cc(NC(=O)c2sc3nc4n(c(=O)c3c2C)N=C(c2ccccc2)CS4)c1	12%	1%	-20%	-1	1%	12%	-40%	x	-15%
CCn1c(SCC(=O)c2c[nH]c3ccccc23)nnc1-c1cccs1	0%	0%	4%	-3	-12%	-1%	-33%	1%	-10%
COc1ccc(Cc2nnc(Nc3ccc(C)cc3)o2)cc1OC	-24%	-11%	24%	-2	-2%	-6%	11%	0%	-24%
O=C(Cn1c(NCCCO)nc2ccccc21)c1ccc([N+](=O)[O-])cc1	2%	9%	-20%	-1	3%	-9%	-18%	-4%	-17%
O=C(c1cscn1)N1CCCC(N2CCN(c3ccc(F)cc3)CC2)C1 (centres undefined)	-14%	-3%	-3%	-3	u	-4%	-12%	29%	-20%
Cc1cc(C)c(NC(=O)Cn2c(=O)n(-c3ccc(CC(=O)NCC4CCCO4)cc3)c(=O)c3ccccc32)c(C)c1 (centres undefined)	-2%&2%	1%&1%	0%&0%	-9&-2	19%&14%	0%&-11%	23%&7%	19%	0%&-2%
CCC(C)NCCCCOc1ccc(Br)cc1 (centres undefined)	-3%	7%	-10%	-19	20%	-4%	-11%	1%	-14%
CC1CC(C)(C)NC(=S)N1CC(=O)N(C)Cc1ccccc1 (centres undefined)	-15%	-1%	u	-8	15%	-9%	31%	2%	0%
CCOc1ccc(C(=O)Nc2ccc3c(c2)OCCO3)cc1Br	-8%	4%	-28%	-7	26%	0%	22%	x	-19%
CCN(CC(=O)Nc1cccc(OC)c1)C(=O)C1CCN(C(=O)Nc2ccccc2)CC1	-20%	4%	-7%	-8	18%	-8%	-41%	5%	2%
Cc1ccc(NC(=O)CN(C)C(=O)COC(=O)/C=C/c2cccs2)cc1	-4%	5%	-6%	-6	x	x	9%	35%	-9%
Cc1ccc2[nH]c(=O)c(-c3nc4cc(C)ccn4c3NCc3ccco3)cc2c1	-30%	0%	x	-7	2%	-23%	-18%	11%	u
Cc1cccc(OCC(=O)Nc2ccc(N3CCN(C(=O)c4ccco4)CC3)cc2)c1	-8%	10%	4%[57.4 µM]	-2	8%	u	-4%	-2%	-19%
CC(C)COc1ccc(-c2nnc(-c3ccco3)o2)cc1	-7%	3%	-30%	-10	4%	-1%	14%	-4%	-5%

Not all compounds are listed; rates above refer to the full screens.
